FBPA coupling cs: qHTS Assay for Inhibitors of Fructose-1,6-bisphosphate Aldolase from Giardia Lamblia: Coupling assay counterscreen; activity change, negative = inhibition, % at 58.2 µM, hits read low; hit rate 0.67% among 290,000; coupling enzyme system counterscreen, AmpLite Red fluorescence; in the data active = activity change below about -30%; note: % is set by controls: 0 for no effect and ±100 for the full control effect
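First, compound is pin-transferred into glyceraldehyde-3-phosphate coupling-enzyme reagent at 57.5 uM final and held 10 min at RT. Next, substrate, coupling system and AmpLite Red are added. After 20 min RT, fluorescence (525/598 nm) is read.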
uPA surface inh: qHTS for Inhibitors of Cell Surface uPA Generation; hit rate 0.31% among 330,000; Potency, µM (series often up to 38.3 µM), inactives show at the top dose activity change, negative = inhibition, actives largely listed as inhibitors; cell surface uPA generation assay, qHTS; active = well fitted inhibition curve with a large enough effect; inconclusive = small, poorly fitted or top-dose-only effect; inactive = no such curve, though single readings can be large or run the other way; tested in mouse RAW 264.7 cells; note: potency is the fitted concentration of half-maximal effect; % is set by controls: 0 for no effect and ±100 for the full control effect; nearly all actives have a fitted effect of over 55% in size
KCNH2 3.1 inh: qHTS for Inhibitors of KCHN2 3.1: Mutant qHTS; Potassium voltage-gated channel subfamily H member 2, brain isoform KCNH2 3.1 (human); U2OS KCNH2 3.1, thallium flux FluxOr; stronger effect = lower value; activity change, % (tested at about 1.8 µM); hit rate 0.95% among 340,000;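 active = maximum activity change below -70%; inconclusive = maximum activity change from -70% to -50%; inactive = maximum activity change above -50%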;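 note: thallium influx rate constant from kinetic fluorescence after stimulation buffer; % is set by controls: 0 for no effect and ±100 for the full control effect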
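Virally transduced U2OS (3.1 isoform, 4 h infection in dark at RT) → overnight 37 C → FluxOr + Red40 in HBSS/HEPES, 45 min → stimulation buffer, 2 min kinetic read → rate constant vs DMSO controls.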
FLuc counter: qHTS profiling assay for firefly luciferase inhibitor/activator using purifed enzyme and Km concentrations of substrates (counterscreen for miR-21 project); Luciferin 4-monooxygenase (Photinus pyralis), P08659; purified FLuc, Km substrates, luminescence inhibition; Potency, µM (doses to about 57.5 µM), for the others: at the highest dose activity change, negative = inhibition, usual class: inhibitors; hit rate 6.9% among 360,000; AID 588342, 2011;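 note: potency is the fitted concentration of half-maximal effect; plate controls were vehicle for no effect and reference inhibitor for full effect; nearly all actives have a fitted effect of over 55% in size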
Target sequence (P08659 whole entry, looked up): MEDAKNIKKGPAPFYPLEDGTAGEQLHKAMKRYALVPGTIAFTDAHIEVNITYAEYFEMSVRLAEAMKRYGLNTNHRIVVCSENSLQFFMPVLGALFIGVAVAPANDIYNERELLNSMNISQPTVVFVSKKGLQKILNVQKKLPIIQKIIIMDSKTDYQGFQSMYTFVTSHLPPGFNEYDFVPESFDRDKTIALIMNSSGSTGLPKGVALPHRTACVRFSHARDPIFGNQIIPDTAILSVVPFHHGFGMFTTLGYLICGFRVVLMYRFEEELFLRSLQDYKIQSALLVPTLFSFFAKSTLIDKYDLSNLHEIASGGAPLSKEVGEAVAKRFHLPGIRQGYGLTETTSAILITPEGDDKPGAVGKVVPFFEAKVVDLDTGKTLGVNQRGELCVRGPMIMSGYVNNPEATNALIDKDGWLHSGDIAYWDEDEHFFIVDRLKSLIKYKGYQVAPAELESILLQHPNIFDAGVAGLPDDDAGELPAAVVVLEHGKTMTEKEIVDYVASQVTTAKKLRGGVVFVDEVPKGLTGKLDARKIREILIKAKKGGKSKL
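Biochemical qHTS of compounds, final roughly 60 µM downward over six points, against 10 nM purified firefly luciferase using Km concentrations of substrates (10 uM D-luciferin, 10 uM ATP) in Tris acetate pH 7.5 buffer; luminescence output.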
Rab9 promoter act: qHTS Assay for Rab9 Promoter Activators; hit rate 2.8% among 320,000; Potency, µM (series often up to 9.22 µM), for inactives: top-dose activation, negative = inhibition, usual class: activators; Huh7 Rab9 promoter-luciferase reporter, luminescence, 24 h; AID 485297, 2010; note: potency is the fitted concentration of half-maximal effect; % of control where 0% means no effect; nearly all actives have a fitted effect of over 60% in size
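Cells were plated at 1500 per well in reduced-serum medium with 10% FBS and left 2 h. Compound in DMSO was then added for 24 h at 37 °C. Reporter signal was read by luminescence after 10 min with luciferase detection reagent.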
Giardia killer: Small Molecules that selectively kill Giardia lamblia: qHTS | Giardia lamblia trophozoite viability | activity change, % at 7.66 µM, hits read low | hit rate 0.15% among 340,000; in the data active = activity change below about -80%; inconclusive = between about -30% and that limit;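 note: parasites exposed to compound for two days anaerobically before the ATP read; % is set by controls: 0 for no effect and ±100 for the full control effect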
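Trophozoites 100 cells/well + cpd; 48 hrs, 37 deg C, anaerobic. ATPLite 1-Step added, 15-30 min RT, luminescence read (ATP-based viability).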
NPC1 promoter act: qHTS Assay for NPC1 Promoter Activators. Huh7 NPC1 promoter luciferase reporter, 24 h. Potency, µM (titrated, usually from 9.22 µM), without a hit: at the top dose activation, usual class: activators. hit rate 2.4% among 320,000. AID 485313, 2010;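 note: potency is the fitted concentration of half-maximal effect; % of control where 0% means no effect; nearly all actives have a fitted effect of over 60% in size; reporter is driven by a mutant NPC1 promoter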
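Huh7 reporter cells (NPC1 promoter driving luciferase) are dosed with compound for 24 h at 37 °C, 5% CO2; luciferase detection reagent is then added and luminescence measured after 10 min at ambient temperature.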
ELG1 genotox: qHTS screen for small molecules that induce genotoxicity in human embryonic kidney (HEK293T) cells expressing luciferase-tagged ELG1; HEK293T ELG1-luciferase reporter, luminescence, 16 h; Potency, µM (series often up to 46 µM), for inactives: top-dose activity change, positive = activation, most hits filed as activators; hit rate 1.3% among 330,000; note: potency is the fitted concentration of half-maximal effect; % of control where 0% means no effect; nearly all actives have a fitted effect of over 60% in size
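Cells (2,000/well) expressing the ELG1-luciferase fusion are dosed by pin tool and kept 16 hr at 37 °C, 5% CO2. Signal comes from ONE-Glo luciferase reagent after 30 min at room temperature.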
Gal4-VP16 FLuc: VP16 counterscreen qHTS for inhibitors of ROR gamma transcriptional activity. Drosophila S2 Gal4-VP16 UAS-luciferase, luminescence, 20 h. Potency, µM (titrated, usually from 53.6 µM), without a hit: at the top dose activity, negative = inhibition, actives largely listed as inhibitors. hit rate 3.5% among 310,000. AID 2546, 2010;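 note: Gal4-VP16 expression switched on by copper sulfate through the metallothionein promoter; potency is the fitted concentration of half-maximal effect; % is set by controls: 0 for no effect and ±100 for the full control effect; nearly all actives have a fitted effect of over 50% in size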
Tb PFK inh: qHTS Assay to Find Inhibitors of T. brucei phosphofructokinase; hit rate 0.17% among 330,000; T. brucei PFK, ADP-Glo luminescence; ATP-dependent 6-phosphofructokinase (Trypanosoma brucei brucei), O15648; Potency, µM (series often up to 57.5 µM), for the others: top-dose activity, negative = inhibition, actives largely listed as inhibitors; AID 485367, 2010;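 note: potency is the fitted concentration of half-maximal effect; 0% = uninhibited 1x PFK enzyme wells and -100% = no-enzyme wells; nearly all actives have a fitted effect of over 60% in size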
Target sequence (O15648 whole entry, looked up): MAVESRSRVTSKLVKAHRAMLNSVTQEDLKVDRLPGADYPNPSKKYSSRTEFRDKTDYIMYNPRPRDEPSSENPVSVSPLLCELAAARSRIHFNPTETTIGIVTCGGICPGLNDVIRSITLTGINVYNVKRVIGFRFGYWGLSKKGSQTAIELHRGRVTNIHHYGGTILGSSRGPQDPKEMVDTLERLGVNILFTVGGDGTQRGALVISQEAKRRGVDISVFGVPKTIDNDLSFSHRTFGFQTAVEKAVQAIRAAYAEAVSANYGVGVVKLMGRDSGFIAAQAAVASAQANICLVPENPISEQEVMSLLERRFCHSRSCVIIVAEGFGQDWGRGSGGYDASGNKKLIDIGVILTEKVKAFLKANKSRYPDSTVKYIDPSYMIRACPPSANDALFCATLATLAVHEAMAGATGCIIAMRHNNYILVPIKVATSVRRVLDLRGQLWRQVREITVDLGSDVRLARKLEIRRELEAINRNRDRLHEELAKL
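1.25 nM PFK with 0.5 mM F6P and 0.1 mM ATP in 0.1 M TEA pH 8.0, 5 mM MgCl2, incubated 45 min at room temperature; ADP measured by ADP-Glo luminescence; compounds titrated up to 57 uM.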
RORgamma inh: qHTS for inhibitors of ROR gamma transcriptional activity; Drosophila S2 Gal4-RORgamma UAS-luciferase reporter, 20 h; Potency, µM (doses to about 53.6 µM), without a hit: at the highest dose activity change, negative = inhibition, usual class: inhibitors; hit rate 5.4% among 310,000; AID 2551, 2010; note: potency is the fitted concentration of half-maximal effect; % is set by controls: 0 for no effect and ±100 for the full control effect; nearly all actives have a fitted effect of over 60% in size
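Read-out: Photinus luciferase luminescence; inhibitors lower reporter signal. Insect Schneider cells with Gal4-ROR gamma fusion under metallothionein promoter, UAS reporter; 700 uM final copper sulfate induction, 20 hr, ambient temperature.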
An asterisk follows results filed as active; ? = inconclusive; nt = no result given; [ ] = remark or other dose. Unless noted, calls come from the whole dose curve; as a rule, active = well fitted curve in the direction sought with a large enough effect; inconclusive = small, poorly fitted or top-dose-only effect, or another doubt; inactive = no such curve, though single readings can be large; an effect the other way counts as inactive or inconclusive. This is a random part of the collection. About 14% of those tested had a hit in this group.

SMILES	FBPA coupling cs	uPA surface inh	KCNH2 3.1 inh	FLuc counter	Rab9 promoter act	Giardia killer	NPC1 promoter act	ELG1 genotox	Gal4-VP16 FLuc	Tb PFK inh	RORgamma inh
COc1ccc2c(C)cc(=O)oc2c1C	0	0%	7	-18%	-7%	-2	7%	4%	-7%	5%	?
CCc1cccc(CC)c1-n1c(SCn2nnc3ccccc3c2=O)nnc1-c1cccnc1	3	0%	0	7%	8%	7	-2%	-8%	-2%	-5%	-25%
COc1cc(C#Cc2c(-c3ccccc3)n(C)c3ccccc23)cc(OC)c1	1	9%	4	1%	-9%	10	2%	-2%	9%	-1%	-10%
CCCN(C(=O)Cc1c(C(=O)O)n(C)c2ccccc12)c1cccc(C)c1	4	9%	-2	3%	1%	3	-1%	1%	3%	-4%	18%
O=C(CC1SCCNC1=O)Nc1cccc(C(F)(F)F)c1 (stereo unspecified)	0	0%	3	-13%	6%	-2	2%	5%	27%	-2%	20%
COCCN(C(=S)Nc1ccc(C)cc1)C(C)c1cccnc1 (stereo unspecified)	-8	3%	3	-13%	8%	1	0%	1%	-4%	-2%	22%
O=C(Cc1ccc([N+](=O)[O-])cc1)NNC(=O)c1cccs1	1	-5%	2	2%	15%	?	-4%	-3%	-16%	-28%	3%
CCOC(=O)C1(CCCc2ccccc2)CCN(C(=O)c2cnn(CC)c2)CC1	0	3%	-9	-1%	0%	-2	-5%	2%	-2%	0%	-28%
O=C(OCC(=O)N1CCOCC1)c1ccccc1SCC(=O)N1CCCC1	1	-7%	-11	?	9%	-2	-1%	4%	-1%	1%	21%
Cc1nc(C(=O)NNC(=O)c2ccccc2Cl)c(C(F)(F)F)o1	-2	-1%	-4	0%	7%	-11	-1%	-2%	-15%	0%	?
S=c1[nH]nc(-c2cc(-c3ccccc3)n[nH]2)n1/N=C/C(Br)=C/c1ccccc1	1	-7%	-2	-9%	-4%	-2	-13%	-14%	?	-25%	?
Cc1ccc(/C=N/Nc2nc(C)cc(C)n2)cc1	1	-2%	11	?	-2%	79[activator]	1%	4%	1%	2%	10µM*
COc1cc(Cl)c(C)cc1NC(=O)CSc1ccc(NC(C)=O)cc1	4	4%	-45	-14%	0%	14	-1%	-1%	2%	-3%	5%
COc1ccc(-c2n[nH]c(=S)n2-c2ccccc2C)cc1	5	5%	7	-1%	-2%	-1	-4%	1%	6.3µM*	-8%	5.6µM*
O=S(=O)(c1ccc(S(=O)(=O)n2cnc3ccccc32)cc1)N1CCCCCC1	13	nt	-19	5%	-3%	-8	-4%	-2%	1%	-11%	-7%
COc1ccccc1C(=O)Nc1ccc(OCC(=O)N2CCCCC2)cc1	nt	-26%	-23	nt	-5%	-14	-1%	10%	nt	1%	nt
CN(CC1COc2ccccc2O1)C(=O)c1cc(COc2c(F)cccc2F)on1 (stereo unspecified)	nt	3%	nt	-12%	0%	15	1%	-5%	-9%	7%	-13%
CCc1cccc(C)c1N(C(=O)Cn1c(CO)nc2ccccc21)C(C)COC (stereo unspecified)	2	3%	-3	5%	0%	24	-3%	0%	-2%	-1%	-6%
CCc1ccc(OCC(=O)NNC(=O)c2nn(CC)c(=O)c3ccccc23)cc1	2	1%	8	?	2%	0	-1%	3%	5%	-7%	-9%
Cc1ccc(S(=O)(=O)Nc2ccc3[nH]c(=O)[nH]c3c2)c(C)c1	-21	-1%	2	2%	-5%	-21	-1%	-1%	3%	3%	?
COc1ccc(C(=O)/C=C/Nc2cccc(O)c2)cc1	0	0%	-6	0.38µM*	?	15	2%	1.5µM*	2µM*	-9%	10µM*
Cc1ccc2c(CC(=O)NCc3ccc4c(c3)OCO4)coc2c1	2	-8%	2	?	-2%	11	-1%	0%	10%	-4%	6%
COc1cc(/C=C(\C#N)c2nn(CCO)c(N)c2C#N)cc(OC)c1OC	0	-8%	-14	1%	-5%	4	-4%	?	4%	0%	-13%
O=C(NCCO)C(F)(F)C(F)(F)C(F)(F)OC(F)(C(=O)NCCO)C(F)(F)F (stereo unspecified)	0	15%	-11	2%	-6%	-3	0%	-5%	-2%	-1%	7%
Cc1ccc(/C=N/Nc2ncnc3nc[nH]c23)cc1	-6	?	8	9.5µM*	1.6µM*	1	2.8µM*	?	-22%	-6%	-3%
CCOC(=O)N1CCN(S(=O)(=O)c2c(C)nc3sccn3c2=O)CC1	5	?	-1	1%	4%	-23	-8%	0%	-7%	-4%	-1%
c1ccc(SCCOCCN2CCOCC2)cc1	-2	-1%	7	-10%	15%	-9	12%	-1%	11%	-1%	-1%
COc1cccc(CNc2nc3nc(C)cc(=O)n3[nH]2)c1	1	-3%	6	1%	0%	25	-5%	0%	-8%	8%	-5%
COCCCN1C(=O)c2ccc(C(=O)OCC(=O)N3CCN(c4ccccc4)CC3)cc2C1=O	nt	0%	7	-1%	-8%	31[activator]	0%	8%	nt	-12%	nt
O=C(c1ccccc1)c1cc2cc(Cl)ccc2[nH]1	0	-7%	15	?	?	-5	?	16%	-3%	1%	13%
CCOC(=O)/C=C/C(=O)OCC(=O)Nc1ccc(C)cc1	0	-10%	-1	4%	-1%	-15	-5%	1%	17%	-1%	-24%
O=C(/C=C/c1ccccc1)Nc1ccc2c(c1)C(=O)NC2=O	-1	-27%	-1	?	14%	6	6%	3%	?	-18%	?
Cn1nc(C(F)(F)F)cc1C(=O)O	-3	3%	-1	5%	-2%	6	-2%	-1%	-8%	-3%	-13%
O=c1oc(-c2ccc(O)c(O)c2)cc2cc(O)cc(O)c12	nt	?	-1	nt	nt	2	nt	?	nt	?	nt
N#Cc1ccc(C2=CC(=O)C[C@H](c3ccc(Cl)cc3)C2)cc1	nt	-7%	-83*	-16%	-1%	3	7%	-2%	nt	0%	nt
CC(C)(Oc1ccc(Cl)cc1)C(=O)NC1CC1	nt	5%	5	-2%	-5%	15	1%	2%	nt	-10%	nt
O=S(=O)(CCn1cccc1)CCn1cccc1	2	-1%	-21	6%	-1%	2	-1%	-1%	0%	-2%	-10%
O=C(CSC(=S)N1CCOCC1)c1ccccc1	5	?	-33	3µM*	0.45µM*	-25	0.5µM*	2.1µM*	-10%	-3%	31%
Cc1sc2nc(C3CC3)nc(N3CCN(C(=O)c4ccccc4F)CC3)c2c1C	0	-1%	-19	-2%	0%	9	-2%	-24%	-5%	0%	8%
O=C(NCC1CCN(c2ccc(S(=O)(=O)N3CCOCC3)cc2)CC1)Nc1ccccc1	0	-8%	-1	0%	-1%	-11	-2%	-9%	-12%	-2%	13%
CCOCCCNC(=O)c1ccccc1SCC	0	2%	14	7%	-4%	-17	-2%	1%	?	-1%	?
CN(Cc1ccccc1)C(=O)COC(=O)C1CCN(S(=O)(=O)c2ccc(Cl)c(C(F)(F)F)c2)CC1	nt	3%	?	0%	3%	10	-4%	-1%	nt	-8%	nt
Cc1cccc(NS(=O)(=O)c2ccc3[nH]c(=O)cc(C(=O)OC(C)C(=O)Nc4ccc([N+](=O)[O-])cc4)c3c2)c1 (stereo unspecified)	-2	-8%	-5	7%	-2%	-11	-5%	-3%	-16%	1%	2%
COCCN(CCOC)S(=O)(=O)c1ccc(C(=O)Nc2nc(-c3ccccc3)c(C(=O)c3ccccc3)s2)cc1	8	23%	9	-1%	-1%	-1	1%	-3%	-24%	0%	?
COc1ccccc1NC(=O)c1cccs1	-3	-4%	8	-3%	18%	-8	14%	4%	15%	2%	0%
CC1CN(C(=O)CCC(=O)N2CCOCC2)c2ccccc2O1 (stereo unspecified)	0	0%	1	-3%	7%	-10	-3%	3%	-14%	-3%	-21%
CS(=O)(=O)NCCNc1ncc(C(F)(F)F)cc1Cl	1	-3%	-5	6%	2%	-14	-2%	0%	-7%	-2%	16%
O=C(Nn1cnc2ccccc2c1=O)c1ccccc1	2	-1%	38	3%	0%	-5	1%	3%	25%	10%	12%
Cc1cccc(-n2c(-c3ccco3)nc3nc4ccccc4nc32)c1	-1	nt	nt	0%	-5%	nt	-3%	0%	-4%	0%	4%
